Source: PubChem BioAssay
SRC1 TRFRET art – flags TR-FRET format artefacts in PPARgamma SRC-1 recruitment agonist screen; 99,000 compounds, 0.34% hits; TR-FRET ratio at 8 µM; TR-FRET detection artefact counter-screen, emission ratio; active compounds read high; in the data active = TR-FRET ratio above about 2300; also: inactives centre near 1800; reference of the scale not given here
SRC3 TRFRET art – TR-FRET artefact, counter-screen to PPARgamma/SRC-3 agonist assay. PPARgamma/SRC-3 format; active compounds read high. TR-FRET ratio at 8 µM. 99,000 compounds, 0.39% hits; in the data active = TR-FRET ratio above about 2000; also: inactives centre near 1600; reference of the scale not given here
* = called active by the depositor. Only part of the results is shown (hit frequency here may not be typical).

SMILES	SRC1 TRFRET art	SRC3 TRFRET art
Cc1cc([N+](=O)[O-])nn1CCCC(=O)NCc1ccc(F)cc1	1795	1410
O=C(CSc1nnc(CCCN2C(=O)c3cccc4cccc(c34)C2=O)n1-c1ccccc1)NCCCN1CCOCC1	1746	1549
COc1ccc(N(CC(=O)NC2CCCC2)C(=O)CS(=O)CC(=O)Nc2ccc3c(c2)OCO3)cc1 (stereo unspecified)	1631	1550
COc1cc(C)c(NC(c2ccccc2)c2ccccc2)cc1OC	1788	1478
COc1ccc(N=C2SC(C(=O)N3CCN(c4ccc([N+](=O)[O-])cc4)CC3)CC(=O)N2C)cc1 (stereo unspecified)	1855	1524
O=C(/C=C/c1ccc([N+](=O)[O-])cc1)N1CCN(c2ccccc2F)CC1	1778	1390
CCn1cc(Br)c(C(=O)Nc2ccccc2C(=O)OC)n1	1668	1438
COCCCNC(=S)NCCc1ccc(F)cc1	2242	1748
N#C/C(=C\c1ccc(N2CCOCC2)cc1)c1ccccc1	1799	1625
S=c1[nH]nc(-c2ccco2)n1/N=C/c1ccccn1	1827	1668

(further entries)
SMILES	SRC1 TRFRET art	SRC3 TRFRET art
Cc1nc(C)c(C(=O)NNS(=O)(=O)c2ccc3ccccc3c2)s1	1853	1634
Nc1nc(-c2ccc(Cl)cc2)c(N=Nc2ccc(S(=O)(=O)N3CCOCC3)cc2)s1	1608	1846
O=C(CS(=O)(=O)c1ccccc1)Nc1ccc(S(=O)(=O)Nc2ncccn2)cc1	1626	1356
C/C(=N\S(=O)(=O)c1ccc(C)cc1)N1CCCCC1	1531	1529
CN(C(=O)N1CCN(S(=O)(=O)c2ccccc2)CC1)c1ccccc1	2059	1640
COc1ccccc1CCNC(=O)NC1CCCCC1	1551	1598
Nc1nonc1C(=O)N1CCCC1	1746	1591
C=CCN1C(=O)CS/C1=N\N=C\c1cccc([N+](=O)[O-])c1	2140	1627
Cc1nn(-c2ccccc2)c(N2CCCC2)c1/C=N/NC(=O)c1cc(-c2ccccn2)nc2ccccc12	2089	1833
CCOC(=O)Nc1ccc2nc3n(c(=O)c2c1)CCCCC3	1657	1315

New compounds follow.
SMILES	SRC1 TRFRET art	SRC3 TRFRET art
CN(C(=O)COC(=O)c1ccc(NS(=O)(=O)c2cccs2)cc1)C1CCCCC1	1923	1601
Cc1ccccc1N=Nc1ccc(O)c2ncccc12	1880	1611
C/C(=N\NC(=O)c1ccc(O)cc1)c1ccc2c(c1)Nc1ccccc1S2	1994	1673
CCO[C@H]1OC(C(=O)N2CCN(C)CC2)=C[C@@H](c2coc3ccccc3c2=O)[C@@H]1CCCO	1766	1544
COc1ccc(CNC(=O)C(OC(=O)c2nsc(Cl)c2Cl)C(C)C)cc1 (stereo unspecified)	1481	1602
CC(=O)NC(C)C(=O)OCC(=O)c1ccc(-c2ccccc2)cc1 (stereo unspecified)	1834	1632
O=C(CSc1nnc2ccccn12)Nc1nsc(-c2ccccc2)n1	1643	1629
Cc1ccc(S(=O)(=O)Nc2nc3c(s2)C(=O)CC(C)(C)C3)cc1	1812	1666
CCOc1ccc(N(CC(=O)Nc2nccs2)S(=O)(=O)c2c(C)[nH]c(=O)[nH]c2=O)cc1	1767	1377
CSCc1ccc(C(=O)NCc2ccc(F)cc2)cc1	1858	1541

Additional entries
SMILES	SRC1 TRFRET art	SRC3 TRFRET art
NC(N)=NS(=O)(=O)c1ccc(NC(=S)NC(=O)c2sc3ccccc3c2Cl)cc1	2167	1954
COc1ccc(N2CCN(CCCNC(=O)C3CCCN(S(=O)(=O)c4c(C)n[nH]c4C)C3)CC2)cc1 (stereo unspecified)	1759	1685
CCCCc1cc(=O)oc2cc(C)cc(OCC(=O)O)c12	2142	1692
O=C(NCc1ccccn1)c1ccc(N2CCCC2)c([N+](=O)[O-])c1	1828	1603
CC1CCCC(NC(=S)Nc2cccc(S(=O)(=O)N(C)C)c2)C1C (stereo unspecified)	1707	1583
Cn1ccnc1C1CCCCN1Cc1nc(Cc2ccccc2F)no1 (stereo unspecified)	1838	1618
COC(=O)C1=CN(Cc2ccc(OC)c(OC)c2)C=C(C(=O)OC)C1c1cccs1	2069	1608
Cc1ccc(NC(=O)CS(=O)(=O)c2cn(CC(=O)N3CCOCC3)c3ccccc23)cc1	1921	1688
COc1ccc(C(=O)Oc2cc(OC)cc(OC)c2C(C)=O)cc1	1684	1404
COc1ccc(OC)c(/C=C/C(=O)Nc2ccc(OC)nc2)c1	1763	1528

The listing continues:
SMILES	SRC1 TRFRET art	SRC3 TRFRET art
O=C(CCN1C(=O)c2cccc3cccc(c23)C1=O)NCc1ccco1	1759	1579
COc1cccc(CN2CCNC(=O)C2CC(=O)N2CCOc3ccccc3C2)c1OC (stereo unspecified)	2045	1563
COc1ccc(/C=N/NC(=O)c2[nH]c3ccc(Br)cc3c2-c2ccccc2)cc1	1945	1792
COc1c2c(cc3oc(C)cc(=O)c13)OC(C(C)(C)OC1OC(CO)C(O)C(O)C1O)C2 (stereo unspecified)	1758	1592
CCOc1ccc(NC(=O)c2ccc(CSc3nnnn3C)cc2)cc1	2056	1486
CCn1c(C)nc2cc(S(=O)(=O)C(F)(F)C(F)C(F)(F)F)ccc21 (stereo unspecified)	1624	1648
O=C(COC(=O)/C=C/c1ccco1)NCc1ccco1	1868	1618
CCC(=O)Nc1ccc(NC(=S)Nc2ccccc2)cc1	1624	1661
COC(=O)c1sccc1N(C)S(C)(=O)=O	1887	1700
Cc1ccc(S(=O)(=O)N2CCC(C(=O)N/N=C/c3ccccc3[N+](=O)[O-])CC2)cc1	1776	1471

(continued)
SMILES	SRC1 TRFRET art	SRC3 TRFRET art
O=S(=O)(NCC1CCCO1)c1cc(Br)c(Br)s1 (stereo unspecified)	1814	1639
Fc1cccc(Cc2noc(CN3CCN(C4CCc5ccccc5C4)CC3)n2)c1 (stereo unspecified)	1868	1632
CCOc1c(O)ccc(/C=C2\SC(=S)NC2=O)c1[N+](=O)[O-]	1626	1287
O=C(N/N=C/c1cccs1)c1ccc2c(c1)OCO2	1877	1539
COc1ccc(CCNC2=C(Cl)C(=O)N(Cc3ccccc3)C2=O)cc1OC	1955	1571
COc1cc(OC)c(OC)cc1/C=N/NC(=S)NCCN1CCOCC1	1555	1456
OC1CCCN(C(=S)Nc2ccc(SC(F)F)cc2)C1 (stereo unspecified)	1491	1600
CCCCNC(=O)c1cccc(NC(=O)C(=O)c2ccccc2NC(C)=O)c1	1923	1485
Cc1cc(Br)cnc1NC(=S)Nc1ccc(F)cc1F	1925	1645
O=C(CNC(=O)c1ccc(-c2ccccc2)cc1)OCc1ccc(Cl)cc1	1771	1680

(further entries)
SMILES	SRC1 TRFRET art	SRC3 TRFRET art
COc1cc(/C=C/C(=O)OCC(=O)N2CCc3ccccc3C2)ccc1O	1524	1683
Nc1cccc(C(=O)O)c1	1818	1552
COc1ccc(NC(=S)NN2CCOCC2)cc1OC	1860	1481
CN(C)/C=C/C(=O)c1ccc(-n2cccc2)cc1	2228	1692
CC1(C)C(=O)NCCN1C(=O)CC1C(=O)NCCN1CC(c1ccccc1)c1ccccc1 (stereo unspecified)	1663	1574
Cc1ccc2c(c1)C(=NC1CCCCC1)c1cc3ccccc3nc1-2	1824	1624
O=C(CSc1ncn(-c2ccccc2)n1)Nc1ccc2c(c1)OCO2	1861	1534
Cc1nc2nc(-c3ccccc3)cn2nc1C	1754	1343
O=c1cc(/C=C/c2ccccc2)oc2c1ccc1ccccc12	1792	1540
Cc1ccc(NC(=O)CCCc2ccccc2)nc1	1529	1419

Additional structures.
SMILES	SRC1 TRFRET art	SRC3 TRFRET art
O=[N+]([O-])c1ccc(NCc2ccc3c(c2)OCO3)cc1	1864	1532
Cc1ccc(C(=O)N2CCN=C2SCc2ccc([N+](=O)[O-])cc2)cc1C	1443	1492
O=C(OC1CCOC1=O)c1ccc2ncsc2c1 (stereo unspecified)	1679	1549
O=C(c1ccc(Cl)c(S(=O)(=O)Nc2ccccc2C(=O)N2CCc3ccccc3C2)c1)N1CCc2ccccc2C1	1788	1654
COc1ccccc1S(=O)(=O)CC(O)COc1ccc(C#N)cc1 (stereo unspecified)	1947	1722
COc1ccc(/C=C/C(=O)NCCOc2ccccc2OC)cc1	1909	1654
COc1cc2c(cc1/C=C/C(=O)O)OC(C)C2 (stereo unspecified)	1900	1386
COC(=O)c1ccc(CSc2ncnc3c2nnn3-c2ccc(OC)cc2)o1	2025	1564
COc1ccc(N(C(=O)CS(=O)CC(=O)Nc2ccc(F)cc2)C(C(=O)NC2CCCCC2)c2cccs2)cc1 (stereo unspecified)	1707	1868
Cc1c(C(=O)N2CCC(C)CC2)cccc1[N+](=O)[O-]	1619	1545

Later entries.
SMILES	SRC1 TRFRET art	SRC3 TRFRET art
O=C(OCc1cc([N+](=O)[O-])cc2c1OCOC2)c1ccc2ccccc2n1	1822	1684
CC(=O)Nc1ccc(C(=O)OCc2ccc(Cl)c(Cl)c2)cc1	1617	1573
Cn1cccc1-c1cc(C(=O)N/N=C/C=C/c2ccccc2)[nH]n1	1906	1774
CCOC(=O)c1c(NC(C)=O)sc2c(OCC(O)CN(CC)CC)c(Br)ccc12 (stereo unspecified)	1758	1383
CNc1nc(Nc2ccc(Br)cc2)nc(N)c1[N+](=O)[O-]	1830	1653
C(=N\Nc1ccc2ccccc2n1)/c1ccc2c(c1)OCO2	1636	1481
COC(=O)c1ccc(-n2c(C)cc(C(=O)CSc3cccc[n+]3[O-])c2C)cc1	1832	1794
Cc1cc(C)cc(NC(=O)COc2ccc3c(C)c(Cc4ccccc4)c(=O)oc3c2)c1	1641	1472
CCOCC(=O)Nc1cc(C(=O)NCCc2ccccc2)ccc1Cl	1877	1538
Fc1ccccc1N1CCN(c2nc(-c3cccs3)nc3ccccc23)CC1	1664	1813

Some of the entries so far, as labelled records.
CC(=O)Nc1ccc(C(=O)OCc2ccc(Cl)c(Cl)c2)cc1
  SRC1 TRFRET art = 1617
  SRC3 TRFRET art = 1573
O=C(OCc1cc([N+](=O)[O-])cc2c1OCOC2)c1ccc2ccccc2n1
  SRC1 TRFRET art = 1822
  SRC3 TRFRET art = 1684
CCOCC(=O)Nc1cc(C(=O)NCCc2ccccc2)ccc1Cl
  SRC1 TRFRET art = 1877
  SRC3 TRFRET art = 1538
CNc1nc(Nc2ccc(Br)cc2)nc(N)c1[N+](=O)[O-]
  SRC1 TRFRET art = 1830
  SRC3 TRFRET art = 1653

(continued)
SMILES	SRC1 TRFRET art	SRC3 TRFRET art
Cc1ccccc1-n1sc2cc(F)ccc2c1=O	1460	1803
NC(=O)C1CCCN1 (stereo unspecified)	1695	1545
CCO[C@@H]1OC(C(=O)O)=C[C@H](C2CC2)[C@H]1CCCO	1675	1524
O=C(NC1CC1)C1CCN(C2CCN(C(=O)CC3=CCCCC3)CC2)CC1	1800	1417
COc1cccc2c3c(c(C)nc12)CCN3c1ccccc1	2025	1865
Cc1nonc1C(=O)N/N=C/c1ccc(O)cc1O	1996	1703
CC(C)=C1C2CCC1C1C(=O)N(c3nc(-c4ccccc4)c(C)s3)C(=O)C21 (stereo unspecified)	1931	1861
COc1ccc(-c2nn(-c3ccccc3C)cc2CNC(C)Cn2cncn2)cc1F (stereo unspecified)	1692	1653
CCCCNC(=S)N1CCn2cccc2C1c1ccccc1 (stereo unspecified)	1951	1704
COc1ccc(/C=N/S(=O)(=O)c2ccc(C)cc2)cc1	1611	1474

Taken from the listing (3 entries):
SMILES	SRC1 TRFRET art	SRC3 TRFRET art
Cc1cc([N+](=O)[O-])nn1CCCC(=O)NCc1ccc(F)cc1	1795	1410
O=C(CSc1nnc(CCCN2C(=O)c3cccc4cccc(c34)C2=O)n1-c1ccccc1)NCCCN1CCOCC1	1746	1549
COc1ccc(N(CC(=O)NC2CCCC2)C(=O)CS(=O)CC(=O)Nc2ccc3c(c2)OCO3)cc1 (stereo unspecified)	1631	1550

The list goes on.
SMILES	SRC1 TRFRET art	SRC3 TRFRET art
O=C(CSc1nnnn1-c1ccccc1)NC1CCCc2ccccc21 (stereo unspecified)	1761	1565
Cc1ccc(S(=O)(=O)Nc2nc(N)n(-c3ccccc3)n2)cc1	1703	1687
CCSC1=NCCN1S(=O)(=O)c1ccc2ccccc2c1	1611	1651
Cc1ccc(N=C2S/C(=C\c3cn(CC(=O)O)c4ccccc34)C(=O)N2C)cc1	1577	1380
COc1ccccc1-n1cnnc1SCC(=O)N1CCN(C(=O)c2ccco2)CC1	1521	1546
O=C(Nc1ccc2c(c1)CCC2)c1ccc(F)cc1	1909	1714
c1ccc2[nH]c(SCCN3CCOCC3)nc2c1	1862	1615
O=C(NC(=O)c1cccc(OC(F)(F)C(F)F)c1)OC1CCS(=O)(=O)C1 (stereo unspecified)	2029	1585
O=C(CSc1ccc2nnc(-c3ccncc3)n2n1)NCC1CCCO1 (stereo unspecified)	1855	1491
COc1cc(C2NCCC(=O)C2(C)C)cc(OC)c1OC (stereo unspecified)	1885	1430

Carrying on:
SMILES	SRC1 TRFRET art	SRC3 TRFRET art
CCOc1ccc(-n2c(C)cc(C(=O)CCl)c2C)cc1	1927	1509
O=c1[nH]c(=O)c2nc3c4ccccc4c4ccccc4c3nc2[nH]1	1665	1702
CC(C)(C)C1(O)CC(C(F)(F)F)=NN1C(=O)CCc1ccccc1 (stereo unspecified)	1558	1503
COc1ccc(S(=O)(=O)Nc2ccc(F)c(Cl)c2)cc1OC	1565	1547
CCCCn1nnc(NC(=S)NC(=O)c2ccc(-c3cccc(Cl)c3Cl)o2)n1	1902	1423
COc1ccc(OC)c(C(=O)CSc2nnnn2C)c1	2165	1407
CCn1cc(CNC(=O)CC2C(=O)NCCN2CC(c2ccccc2)c2ccccc2)cn1 (stereo unspecified)	1957	1728
Cn1c(C(=O)OC(C(=O)NCC2CCCO2)c2cccnc2)cc2sccc21 (stereo unspecified)	1759	1341
O=C(CCC(=O)Nc1cccc(Cl)c1)N/N=C/c1cc([N+](=O)[O-])ccc1O	1834	1512
